HSP90 refold inh: inhibitors of HSP90 luciferase refolding in rabbit reticulocyte lysate; luciferase refolding luminescence, 3 h; inhibition, % at 5.6 µM; hit rate 0.91% among 290,000; AID 1789;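 active = inhibition above the screen-wide mean plus 3 SD, computed separately per campaign, cut at about 16% in these data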;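 note: 0% = DMSO wells and 100% = 60 µM geldanamycin wells; inhibitors lower the luminescence because luciferase stays unfolded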
AI-2 QS mod: Vibrio harveyi AI-2 quorum sensing modulation. Vibrio harveyi JMH597 AI-2 luminescence/OD600 ratio, 9 h; active compounds read low; strain lacks LuxN and CqsS sensors; 0 = neutral-control median. activity change, % at 7.5 µM. hit rate 0.4% among 300,000; in the data active = activity change below about -75%, passing the limit was not always enough; inconclusive = no clear call, values can overlap the other calls;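 note: luminescence divided by OD600 gain over 9 h not by final OD600 alone; inactives centre near 13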
HDAC3 inh: inhibitors of human histone deacetylase 3; O15379; recombinant HDAC3, fluorogenic peptide/trypsin coupled, fluorescence; inhibition, % at 8.3 µM; hit rate 0.15% among 320,000; in the data active = inhibition above about 26%, passing the limit was not always enough; inconclusive = no clear call, values can overlap the other calls
Target sequence (O15379 whole entry, looked up): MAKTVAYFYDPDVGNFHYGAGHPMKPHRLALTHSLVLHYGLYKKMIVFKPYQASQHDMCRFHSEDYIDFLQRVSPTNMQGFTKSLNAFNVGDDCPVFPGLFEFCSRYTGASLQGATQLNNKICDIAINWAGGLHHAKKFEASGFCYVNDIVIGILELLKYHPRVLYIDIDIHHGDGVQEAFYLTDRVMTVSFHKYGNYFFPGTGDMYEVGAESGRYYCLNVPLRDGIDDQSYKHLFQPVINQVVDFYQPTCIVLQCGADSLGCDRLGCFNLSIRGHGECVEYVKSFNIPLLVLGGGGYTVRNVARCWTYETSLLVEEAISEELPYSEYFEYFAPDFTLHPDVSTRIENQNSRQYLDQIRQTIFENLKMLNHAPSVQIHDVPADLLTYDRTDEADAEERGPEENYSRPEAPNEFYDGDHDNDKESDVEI
Platelet DG rel: modulates dense granule release in human platelets; human platelet-rich plasma, SFLLRN dense granule ATP release, luminescence; inhibition, %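 (compounds screened at 7.5 µM in platelet-rich plasma)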; hit rate 0.22% among 300,000; AID 1663;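 active = mean replicate score, as percent of positive control, at or above 50; inconclusive = mean below 50 but at least one replicate at or above 50; inactive = mean and every replicate below 50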
aSyn 5UTR inh: MLPCN primary screen, SNCA 5' untranslated region; alpha-synuclein 5'UTR reporter, inhibitor activity; inhibition, % (tested at 7.5 µM); hit rate 0.82% among 300,000; in the data active = inhibition above about 60%; inconclusive = no clear call, values can overlap the other calls;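 note: H4 neuroglioblastoma cells stably carrying SNCA 5'UTR luciferase fusion; 0% = DMSO wells and 100% = positive control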
KLF5 inhibitor: inhibitors of KLF5 expression; hit rate 0.23% among 290,000; inhibition, % at 5 µM; DLD-1 KLF5 promoter-luciferase reporter, luminescence;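 active = inhibition above a per-plate limit of that plate's mean compound inhibition plus 3 SD, cut at about 60% in these data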;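 note: 0% = DMSO wells and 100% = LY294002 at 200 µM; higher means less KLF5 promoter-driven luciferase light; inactives centre near -14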
HIF activator: HIF pathway transcriptional activation; U2OS HRE-luciferase reporter, luminescence; normalized: DMSO 0%, desferrioxamine 100%; activation, % at 7.5 µM (by protocol); hit rate 0.32% among 300,000; AID 1910;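 active = mean activation of at least 10% of the iron chelator positive control signal, with at least half of replicates also reaching 10%; inconclusive = mean and replicate majority disagree about reaching 10%; inactive = mean and most replicates under 10%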
HSF-1 act: increases HSF-1 driven luciferase reporter signal; hit rate 1.7% among 300,000; AID 504408; activation, % at 9 µM; NIH3T3-HGL HSF-1 luciferase reporter, MG132, 8 h; 100% = twice DMSO control signal;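 active = mean replicate activation of at least 50% with a set share of replicates each reaching 50%; inconclusive = only one of those two conditions met; inactive = mean below 50% and too few replicates reaching it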;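 note: 0% = median of the neutral control wells and 100% = twice that signal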
HSF1 inhib: HSF1 inhibition; NIH3T3-HGL HSE-luciferase, MG132-induced, luminescence 8 h; active compounds read low; activity change, negative = inhibition, % at 7.5 µM (by protocol); hit rate 0.77% among 300,000; AID 2098;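 active = more than half of replicate wells show activity change below -50%, luminescence cut by over half; inconclusive = some wells, but at most half, below -50%; inactive = no replicate well below -50%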;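 note: luciferase reports HSF-1 transcriptional activity via heat shock element; 0% = median of DMSO wells and -100% = zero luminescence signal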
IEC-6 tox: IEC-6 cytotoxicity, counter-screen for KLF5 inhibitors | inhibition, % at 5 µM | AID 1825 | luminescence viability | hit rate 0.78% among 290,000; in the data active = inhibition above about 22%;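 note: 0% = plate median of test compound wells and 100% = cytotoxic reference compound wells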
* hit, by the source's call; ? = inconclusive; . = not tested or not shown. Outcome played no part in choosing rows. Share with any hit: about 5%.

SMILES	HSP90 refold inh	AI-2 QS mod	HDAC3 inh	Platelet DG rel	aSyn 5UTR inh	KLF5 inhibitor	HIF activator	HSF-1 act	HSF1 inhib	IEC-6 tox
NNC(=O)CNC(=O)c1cccc(Br)c1	1	-16	-4	1	-12	-37	-2.1	-3	-3	6
Cn1c(-c2cccc([N+](=O)[O-])c2)cnc1NCc1cccc([N+](=O)[O-])c1	-4	19	5	-2	17	-22	0.1	6	-5	-1
CN(C)S(=O)(=O)c1ccc(C(=O)NCC(=O)N/N=C/c2ccco2)cc1	1	28	-3	-4	27	-6	-0.2	-5	-5	2
O=C(C1CC(=O)N(c2ccc3c(c2)OCCO3)C1)N1CCN(c2ccccc2)CC1 (stereo not drawn)	5	23	-1	-1	-10	-22	-1.7	1	-8	6
COc1ccc2cc3cc(C(=O)Nc4ccc5c(c4)OCO5)oc3nc2c1	3	-4	-3	4	-14	-15	-0.2	-32	-13	2
Cc1cc(C)nc(SC2CC(=O)N(c3ccc(C)c(C)c3)C2=O)n1 (stereo not drawn)	0	15	-2	-4	-24	30	3.1	-25	-6	8
Cc1cc(C)c(-c2csc(Cc3nc(-c4cc5ccccc5oc4=O)cs3)n2)cc1C	-2	24	-1	1	19	-33	-0.5	9	-5	4
O=C(NCCCn1cccn1)C1CCC(=O)N(Cc2ccccc2F)C1 (stereo not drawn)	-3	0	0	-5	2	-17	-0.1	7	1	4
C=CCc1ccc(OCCOCCNCCCC)c(OC)c1	1	13	0	-5	-6	-13	0.0	-2	-12	0
Cc1onc(C(=O)NCCc2ccccc2)c1[N+](=O)[O-]	-5	-2	5	-8	-6	-33	-11	-1	6	1
CCCOc1ccc(C2C(C(=O)OC)=CN(CCOC)C=C2C(=O)OC)cc1	6	11	-107	3	-13	-14	0.4	9	1	7
CC1(c2nnc(Cc3ccccc3)o2)CC(c2ccccc2F)=NO1 (stereo not drawn)	.	16	6	0	-3	.	-0.6	5	-1	.
Cc1noc(C)c1C(=O)OC(C(=O)NC1CCCC1)c1ccc(F)cc1 (stereo not drawn)	2	8	1	1	27	-12	-0.1	-7	-12	1
Cc1ccc(NC(=O)NCc2nc3ccccc3n2C)cc1	-2	7	-1	2	11	-11	0.4	18	-7	-3
O=C(Oc1cc(=O)oc2c1c(=O)n1c3c(cccc23)CC1)c1ccccc1	-2	13	-6	22	26	-12	0.5	-5	1	-10
CC1=C(C(=O)Nc2ccccc2)C(c2cccnc2)n2nc(-c3cccnc3)nc2N1 (stereo not drawn)	-1	7	2	8	-4	-24	-0.4	-3	-3	-6
Cc1ccc(NC(=O)CCS(=O)(=O)c2cc3c(cc2Cl)NC(=O)CO3)cc1	-1	6	0	2	-10	-78	1.0	15	3	-5
N#C/C(=C(/O)c1ccc(F)cc1)c1nc2ccccc2s1	-7	31	3	3	-136	-62	?	40	-2	4
COC(=O)Cn1ncc(N2C3CC(CC(C)(C)C3)C2C)c(Cl)c1=O (stereo not drawn)	1	-8	-3	6	-26	-24	-2.6	7	12	-9
COc1ccccc1-c1nnc(NC(=O)C(C)C)s1	0	8	-1	2	-61	-6	1.2	3	-2	6
Cc1ccc(S(=O)(=O)N2CCN(S(C)(=O)=O)CC2)cc1	2	17	13	1	35	-26	-0.9	-4	-2	6
CC(C)CCNCC(=O)NC(c1ccccc1)c1ccccc1	-3	12	-7	.	.	4	.	.	.	-3
C(=N\n1cnnc1)/c1cccs1	1	15	2	18	-10	-15	0.0	.	.	1
COc1ccccc1NS(=O)(=O)c1cc2c(cc1C)NC(=O)CO2	-3	14	-1	-2	10	10	-0.3	-5	-3	-1
COc1cc2nc(SCC(=O)NCc3ccco3)n(Cc3ccc(Cl)cc3)c(=O)c2cc1OC	-2	14	-4	0	29	-34	-0.5	3	5	-4

(next part)
SMILES	HSP90 refold inh	AI-2 QS mod	HDAC3 inh	Platelet DG rel	aSyn 5UTR inh	KLF5 inhibitor	HIF activator	HSF-1 act	HSF1 inhib	IEC-6 tox
OC(CN1CCN(c2cccc(C(F)(F)F)c2)CC1)c1c[nH]c2ccccc12 (stereo not drawn)	5	-24	5	1	21	-31	-0.2	-2	6	5
Cc1cccc(/C=N/NC(=O)c2cc3c(s2)-c2ccccc2CC3)c1	2	26	2	-2	19	-8	0.3	7	5	0
c1nc(N2CCOCC2)c2c3c(sc2n1)CCCC3	3	11	6	-2	16	-10	0.1	-23	-13	5
CCOc1ccccc1NC(=O)C1CCCN(S(=O)(=O)c2ccc(OC)c(C)c2)C1 (stereo not drawn)	-1	3	1	3	-6	-25	0.1	17	10	1
CCOc1cccc2sc(N(CCCN(C)C)C(=O)c3ccc(S(=O)(=O)N4CCCCCC4)cc3)nc12	4	2	11	-4	-9	-2	-0.4	-7	-3	0
NC(=O)COc1ccccc1	-1	11	3	9	8	-11	-1.2	79*	45	-5
CCN1CCN(C(=O)CCNC(=O)Cn2cnc3ccccc3c2=O)CC1	-1	49	-1	6	-18	-30	0.3	1	-3	-2
C=C(C)C(=O)N1CC2(CC(c3cccc(NC(=O)/C=C\C=C/C)c3)=NO2)C[C@H]1C(N)=O (stereo partly drawn)	.	-14	-5	-10	-13	.	-5.3	.	0	.
Nc1c(C(=O)C2CC2)sc2nc3c(cc12)CCC3	-1	9	-14	-1	-161	-121	5.2	26	28	3
O=C(CNC(=O)c1ccccc1)OCC(=O)c1ccccc1Cl	4	52	1	1	-3	-30	0.0	0	-6	-3
CC(=O)Nc1ccc(NS(=O)(=O)c2cc([N+](=O)[O-])ccc2C)cc1	2	33	?	-1	-7	-14	0.5	9	-8	1
CCCCc1c(C)nc2cc(-c3ccco3)[nH]n2c1=O	-4	-5	1	12	-68	-16	0.7	35	-1	-2
O=C1C(Cl)=C(N2CCCCCC2)C(=O)N1c1ccc(Cl)cc1	-1	17	6	0	-28	-7	-0.9	10	10	-7
Cc1nnc(NC(=O)CN2C(=O)c3ccccc3S2(=O)=O)s1	7	27	0	9	3	-16	0.4	-20	0	-3
O=C(Nc1cccc(S(=O)(=O)N2CCCCCC2)c1)c1cc(=O)c2ccccc2o1	-2	.	-20	1	9	1	-1.0	14	-7	-3
CCc1ccc(C2=NN(CCC(=O)NCc3cccs3)C(=O)CC2)cc1	0	7	0	3	12	2	-0.6	-1	1	2
COc1ccccc1N1CCN(Cc2cc3c(cc2Br)OCCO3)CC1	-1	-1	4	-1	14	0	0.0	-2	0	4
CCOc1ccc(CN2C(=O)c3ccccc3C2=O)cc1C(=O)O	1	5	-2	5	7	-43	-0.5	11	-1	-2
CCOC(=O)N1CCN(C(=O)Cn2cc3c(n2)CCCC3)CC1	2	13	-6	1	6	-10	-0.3	-3	4	3
CCCn1cc(SCC(=O)NC2CCCC2)c2ccccc21	3	12	-5	-4	-1	-41	0.7	20	-1	-10
COc1ccc2c(c1)c(C(=O)O)c(C)n2-c1ccccc1	1	8	-1	2	20	-11	.	.	.	-6
COc1ccc(CN2C3CCCC2CC(NC(=O)Nc2ccccc2C)C3)cc1 (stereo not drawn)	6	11	4	2	-9	-36	-0.2	8	-2	3
C=CCn1c(O)c(CN2CCN(Cc3ccccc3)CC2)c(C)c(C#N)c1=O	-4	2	-6	-28	-36	7	0.3	-1	0	-9
Cc1nc(C)c(NC(=O)N2CCc3ccccc32)cc1NC(=O)N1CCc2ccccc21	-1	10	1	.	.	-16	.	.	.	-2
COC(=O)c1ccc(N/C=C/C(=O)c2ccccc2)cc1	21*	-9	-4	36	-11	-23	2.9	-21	1	2

Next structures.
SMILES	HSP90 refold inh	AI-2 QS mod	HDAC3 inh	Platelet DG rel	aSyn 5UTR inh	KLF5 inhibitor	HIF activator	HSF-1 act	HSF1 inhib	IEC-6 tox
Cc1ccc(S(=O)(=O)N(C)CC(=O)NC2CCCC2)cc1	-1	23	11	-3	8	-13	0.6	-6	-5	-2
CCCCc1c(O)nc(SCC(=O)NCCc2ccc(OC)c(OC)c2)[nH]c1=O	-2	13	5	3	-14	6	-0.2	6	-1	-3
CCN(CC)Cc1csc(C(N)=O)c1	1	-8	1	-6	21	-18	0.6	4	-2	3
C[C@@]12C(=O)N(c3cccc(F)c3)C(=O)N1[C@H](c1ccc(Cl)cc1)[C@@H]1C(=O)N(C3CCCCC3)C(=O)[C@@H]12	.	14	-5	-4	1	.	-1.9	5	5	.
CCCc1cc(=O)oc2cc(C)cc(OC(C)C(=O)NCc3ccncc3)c12 (stereo not drawn)	0	1	-16	9	16	-12	-0.3	-8	-4	3
CN(C)S(=O)(=O)c1ccc(C(=O)NCC(c2cccs2)N2CCOCC2)cc1 (stereo not drawn)	.	41	-7	0	-9	.	-35	-3	-6	.
COC(=O)[C@@H](NC(=O)NCc1cccc(OC)c1)C(C)C	2	16	1	-27	-23	-10	-0.7	8	2	2
CS(=O)(=O)N1CCC(C(=O)N2CCN(c3cccc(Cl)c3)CC2)CC1	-2	3	-4	7	19	-23	-0.7	-12	-2	-6
Cc1ccc(N(C(=O)CNC(=O)c2ccco2)C(C(=O)NC2CCCCC2)c2cccnc2)c(C)c1 (stereo not drawn)	0	18	-1	6	-5	-13	-0.2	37	8	-4
O=C1S/C(=C\c2ccc(N3CCOCC3)o2)C(=O)N1c1ccccc1	-1	-3	4	6	-96	-13	2.7	32	5	-8
CCCCNC(=O)c1cc2c(-c3ccc(Cl)cc3)nn(C)c2s1	-2	37	-3	-2	-5	22	.	8	1	4
CCN(CC)c1ccc(NC(=O)CSc2nnc3nc(C)cc(C)n23)cc1	-6	42	4	10	5	17	0.1	-8	0	5
CN(C)/C=N/c1sc2c(c1C#N)CC(C)(C)NC2(C)C	1	2	5	-13	-7	6	0.1	3	-9	2
CCCCOCCCNC(=O)c1ccc([N+](=O)[O-])c(C)c1	-4	7	0	-24	-16	1	-0.2	-6	8	-7
O=C(O)c1ccc2[nH]c3c(c2c1)CCCC3	2	21	-5	2	-8	-16	-1.2	5	0	-6
O=C(NCCc1nnc2ccc(NCC3CCCO3)nn12)c1ccccc1 (stereo not drawn)	-1	20	-5	6	0	-9	-0.5	-13	-9	0
CN1CCN(C(=O)c2cc(S(=O)(=O)Nc3ccccc3F)c(Cl)cc2Cl)CC1	-1	15	.	0	-1	3	-0.1	21	6	-1
Cc1nc(-c2ccncc2)sc1C(=O)Nc1ccc(Br)cc1	-5	13	-1	0	9	-29	-0.4	13	2	2
CCOC(=O)C1=NN(c2ccccc2)C(=O)/C1=C\c1ccc(N(C)C)cc1	-3	9	3	-1	-8	-17	-0.2	-1	-1	1
COc1ccc(C2NS(=O)(=O)OCC2C)cc1 (stereo not drawn)	-5	1	-1	-5	-17	8	0.0	30	11	4
N#CCSc1nc2cc(C(=O)N3CCC(C(N)=O)CC3)ccc2c2nc3ccccc3n12	0	-2	-7	-6	4	1	0.1	5	-8	-4
Cn1c(SCCc2ccc([N+](=O)[O-])cc2)nccc1=O	.	15	-5	3	5	.	0.8	30	9	.

Part of the list above, bar-delimited:
structure | HSP90 refold inh | AI-2 QS mod | HDAC3 inh | Platelet DG rel | aSyn 5UTR inh | KLF5 inhibitor | HIF activator | HSF-1 act | HSF1 inhib | IEC-6 tox
NC(=O)COc1ccccc1 | -1 | 11 | 3 | 9 | 8 | -11 | -1.2 | 79* | 45 | -5
Cc1nc(-c2ccncc2)sc1C(=O)Nc1ccc(Br)cc1 | -5 | 13 | -1 | 0 | 9 | -29 | -0.4 | 13 | 2 | 2

Screening results: PubChem BioAssay, several laboratories
